Screening data from PubChem.
TrxR1 inh: qHTS Assay for Inhibitors of Mammalian Selenoprotein Thioredoxin Reductase 1 (TrxR1): qHTS; Thioredoxin reductase 1, cytoplasmic (Rattus norvegicus), O89049; recombinant rTrxR1, NADPH fluorescence consumption, selenite substrate; Potency, µM (titrated, usually from 114 µM), inactives show at the highest dose activity change, negative = inhibition, actives largely listed as inhibitors; 390,000 compounds, 1% hits; also: potency is read from the fitted curve at half-maximal effect; % is scaled to controls: 0 for no effect and ±100 for the full control effect; nearly all actives have a fitted effect of over 65% in size
Target sequence (O89049 whole entry, looked up): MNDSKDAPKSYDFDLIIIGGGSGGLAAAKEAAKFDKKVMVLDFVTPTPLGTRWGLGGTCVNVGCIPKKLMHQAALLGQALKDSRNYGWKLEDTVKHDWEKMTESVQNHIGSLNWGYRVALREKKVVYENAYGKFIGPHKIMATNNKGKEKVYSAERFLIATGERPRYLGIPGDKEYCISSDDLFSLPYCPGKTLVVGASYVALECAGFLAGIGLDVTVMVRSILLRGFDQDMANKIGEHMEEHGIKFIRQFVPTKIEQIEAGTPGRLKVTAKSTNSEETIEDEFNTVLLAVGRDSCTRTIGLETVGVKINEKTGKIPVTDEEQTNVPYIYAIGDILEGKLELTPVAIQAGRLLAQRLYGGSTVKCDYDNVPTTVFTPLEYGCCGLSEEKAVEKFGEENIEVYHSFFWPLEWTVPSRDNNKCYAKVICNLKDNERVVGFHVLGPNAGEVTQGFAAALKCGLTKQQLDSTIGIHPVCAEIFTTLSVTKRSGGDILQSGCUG
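Rat TrxR1 (90 nM in the dispensed reagent) was pre-reduced with 400 uM NADPH for 5 min at room temperature, then incubated with compound for 15 min. After 400 uM selenite was added, NADPH fluorescence (Ex 340/Em 450 nm) was followed for 8 min.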
IDH1 R132H inh: qHTS for Inhibitors of mutant isocitrate dehydrogenase 1 (IDH1): qHTS | Isocitrate dehydrogenase [NADP] cytoplasmic (Homo sapiens), O75874 | IDH1-R132H enzyme, NADPH consumption, diaphorase/resazurin fluorescence | Potency, µM (series often up to 76.6 µM), for inactives: at the highest dose activity change, negative = inhibition, actives largely listed as inhibitors | 390,000 compounds, 0.093% hits | AID 602179, 2012; also: potency is read from the fitted curve at half-maximal effect; % is scaled to controls: 0 for no effect and ±100 for the full control effect; nearly all actives have a fitted effect of over 65% in size
Target sequence (O75874 whole entry R132H, stated change not applied): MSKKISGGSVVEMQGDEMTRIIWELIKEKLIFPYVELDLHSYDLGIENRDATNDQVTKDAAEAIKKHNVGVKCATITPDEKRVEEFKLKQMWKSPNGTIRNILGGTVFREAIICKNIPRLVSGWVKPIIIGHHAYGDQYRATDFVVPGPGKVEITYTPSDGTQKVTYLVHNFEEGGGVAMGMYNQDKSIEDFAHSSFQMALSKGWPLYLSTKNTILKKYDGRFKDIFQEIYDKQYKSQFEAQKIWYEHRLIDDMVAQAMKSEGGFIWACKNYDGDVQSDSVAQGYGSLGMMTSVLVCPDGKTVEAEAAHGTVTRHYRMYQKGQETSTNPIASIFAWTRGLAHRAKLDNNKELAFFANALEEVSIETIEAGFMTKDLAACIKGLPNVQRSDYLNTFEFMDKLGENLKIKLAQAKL
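IDH1-R132H (0.5 ug/mL dispensed) in pH 7.5 Tris buffer was preincubated 30 min with compound, then given a substrate mix of 0.016 mM NADPH and 2 mM alpha-KG for 80 min at room temperature; remaining NADPH was read by diaphorase/resazurin fluorescence.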
TrxR1 substrate: qHTS Assay for Substrates of Mammalian Selenoprotein Thioredoxin Reductase 1 (TrxR1): qHTS | Thioredoxin reductase 1, cytoplasmic (Rattus norvegicus), O89049 | purified TrxR1 substrate turnover, NADPH consumption readout | Potency, µM (top dose mostly 114 µM), without a hit: at the highest dose activity change, negative = substrate turnover | 390,000 compounds, 0.01% hits; also: potency is read from the fitted curve at half-maximal effect; % is scaled to controls: 0 for no effect and ±100 for the full control effect; nearly all actives have a fitted effect of over 50% in size
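Rat TrxR1, dispensed at 90 nM, was prereduced with 400 uM NADPH (final) for 5 min at ~22 deg C, then incubated with compound 15 min before 400 uM selenite. A first-read NADPH fluorescence drop versus no-compound background flagged substrates.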
Vif-APOBEC3G blk: qHTS for Inhibitors of Vif-A3G Interactions: qHTS. DNA dC->dU-editing enzyme APOBEC-3G (Homo sapiens), Q9HC16. HeLa A3G-eYFP + Vif (tagged APOBEC3G with the HIV-1 protein that degrades it), YFP fluorescence, overnight. Potency, µM (top dose mostly 46.1 µM), for inactives: at the highest dose activity, negative = active, usual class: inhibitors. 410,000 compounds, 0.076% hits. AID 602310, 2012;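 also: potency is read from the fitted curve at half-maximal effect; % is scaled to controls: 0 for no effect and ±100 for the full control effect; nearly all actives have a fitted effect of over 60% in size; hits raise eYFP signal because A3G escapes Vif-driven loss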
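Read-out is eYFP fluorescence (Ex 488/Em 500-530) from Vif-expressing HeLa A3G-eYFP cells; more signal means A3G escaped Vif-mediated degradation. Cells plated overnight, compound pinned in, incubated overnight at 37 deg C.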
USP1-UAF1 inh: Inhibitors of USP1/UAF1: Primary Screen. Ubiquitin carboxyl-terminal hydrolase 1 (Homo sapiens), O94782. recombinant USP1/UAF1, Ub-Rhodamine cleavage fluorescence. Potency, µM (doses to about 57.1 µM), for the others: at the highest dose activity change, negative = inhibition, most hits filed as inhibitors. 390,000 compounds, 0.23% hits. AID 743255, 2014; also: potency is read from the fitted curve at half-maximal effect; % is scaled to controls: 0 for no effect and ±100 for the full control effect; nearly all actives have a fitted effect of over 60% in size; inactives centre near -12
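High-throughput fluorogenic screen: 1nM USP1/UAF1 complex, Ub-Rho substrate 150nM final, 50mM HEPES pH 7.8 with 0.5mM EDTA, 0.1 mg/ml BSA, 1mM TCEP and 0.01% Tween-20.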
LDHA inh: qHTS assay for inhibitors of human lactate dehydrogenase; purified LDHA, NADH/diaphorase-resazurin fluorescence; stronger effect = lower value; activity change, % (values are at about 110 or 230 µM); AID 1347041, 2019; 480,000 compounds, 0.15% hits; L-lactate dehydrogenase A chain (Homo sapiens), P00338; in the data active = activity change below about -30%; inconclusive = mostly about -25% to -30%;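 also: plate controls were DMSO wells for no effect and wells without enzyme for full effect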
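Human LDH5 at 2 nM final in Tris HCl pH 7.4 with 0.06 mM NADH and 0.2 mM pyruvate, reacted 5 minutes at room temperature. Remaining NADH coupled via diaphorase/resazurin; resorufin fluorescence read at 0 and 20 minutes, normalized to enzyme-free and DMSO wells.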
Glioma ERSR ind: qHTS for Inducers of the Endoplasmic Reticulum Stress Response (ERSR) in Human Glioma: qHTS; U87-MG GRP78 promoter luciferase reporter, 16 h; Potency, µM, for inactives: at the top dose activation, usual class: activators; 420,000 compounds, 0.02% hits; AID 602332, 2012; also: potency is read from the fitted curve at half-maximal effect; series mostly up to about 76 µM; % of control where 0% means no effect; nearly all actives have a fitted effect of over 35% in size
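Stably transfected U87-MG human glioma cells carrying a GRP78-based luminescent sensor were seeded at 1000 cells/well, pin-dosed with compounds and incubated 16 h. Luciferase reagent was then added, and end-point luminescence was read after 10 min at room temperature.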
Vif-A3F inh: qHTS for Inhibitors of Vif-A3F Interactions: qHTS; HeLa A3F-eYFP + Vif (tagged APOBEC3F with the HIV-1 protein that degrades it), YFP fluorescence increase; Potency, µM (top dose mostly 46.1 µM), inactives show at the top dose activity, negative = active; 390,000 compounds, 0.2% hits; AID 602313, 2012; also: potency is read from the fitted curve at half-maximal effect; % of control where 0% means no effect; nearly all actives have a fitted effect of over 65% in size
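HeLa cells stably expressing A3F-eYFP plus Vif, plated and incubated overnight at 37 deg C, then exposed to compounds overnight at 37 deg C. Blocked degradation read as raised yellow fluorescence (Ex 488/Em 500-530).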
RGS4 inhibitor: Inhibitors of Regulator of G Protein Signaling (RGS) 4: qHTS. Regulator of G-protein signaling 4 (Homo sapiens), P49798. 390,000 compounds, 0.039% hits. Transcreener GDP fluorescence polarization, RGS4-accelerated GTP hydrolysis. Potency, µM (series often up to 114 µM), without a hit: at the top dose activity change, negative = inhibition, hits mostly inhibitors; also: potency is read from the fitted curve at half-maximal effect; % is scaled to controls: 0 for no effect and ±100 for the full control effect; nearly all actives have a fitted effect of over 75% in size; some results filed as inactive show a strong effect at the top dose
Target sequence (P49798 whole entry, looked up): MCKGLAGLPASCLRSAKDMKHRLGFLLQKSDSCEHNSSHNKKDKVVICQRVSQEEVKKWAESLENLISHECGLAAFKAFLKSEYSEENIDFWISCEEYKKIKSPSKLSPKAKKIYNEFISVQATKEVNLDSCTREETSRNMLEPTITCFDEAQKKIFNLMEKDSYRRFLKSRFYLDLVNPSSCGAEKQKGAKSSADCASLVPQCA
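MLSMR compounds (23 nl, pin-transferred) preincubated 10 min at room temperature with a 500nM (2x) first reagent, then RGS4 at 900nM (2x) plus Transcreener GDP mix added; fluorescence polarization (620/688 nm) read before and after 90 min at 30 °C.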
An asterisk follows results filed as active; ? = inconclusive; · = not tested or not shown; [ ] = dose if it differs, or a comment. Unless noted, calls follow the shape of the dose curve; as a rule, active = well fitted curve in the direction sought with a large enough effect; inconclusive = small, poorly fitted or top-dose-only effect, or another doubt; inactive = no such curve, though single readings can be large; an effect the other way counts as inactive or inconclusive.

no. | mol | TrxR1 inh | IDH1 R132H inh | TrxR1 substrate | Vif-APOBEC3G blk | USP1-UAF1 inh
1 | Cn1c(SCC(=O)Nc2ccccc2C(F)(F)F)nc2c(c1=O)SCC2 | -23% | 0% | -17% | -3% | -5%
2 | O=C(COC(=O)c1cc([N+](=O)[O-])ccc1N1CCOCC1)Nc1cccc(F)c1 | -17% | -16% | -15% | -6% | -4%
3 | COCC(C)NC(C(=O)Nc1cccc(C(C)=O)c1)c1ccccc1 (stereo not given) | 9% | 0% | 0% | -3% | -18%
4 | O=C(Cn1cnc2ccccc2c1=O)c1ccc2c(c1)OCCO2 | 6% | 5% | 2% | -2% | -20%
5 | O=C(CSc1nnc(-c2ccncc2)n1C1CC1)c1cccs1 | · | -3% | · | 1% | -14%
6 | O=C(Cn1c(=O)cnc2ccccc21)N1CCN(S(=O)(=O)c2ccccc2Br)CC1 | -10% | 4% | -2% | -8% | -7%
7 | CCOc1ccc(CCNC(=O)CS(=O)(=O)Cc2nc(-c3cccc(OC)c3)oc2C)cc1 | 21% | 4% | 8% | 0% | -8%
8 | Cc1cc(C)cc(N2C(=O)CSC2c2cccs2)c1 (stereo not given) | 3% | 17% | 1% | 2% | -15%
9 | CC(=O)Nc1ccc(S(=O)(=O)Nc2cccc(C(=O)NC(C)(C)C)c2)cc1 | -5%[57.1 µM] | 2% | -7% | -5% | -20%
10 | COc1ccc(CCNC(=O)CSc2nc3ccccc3nc2Cc2ccc(C)cc2)cc1OC | -20% | -7% | -17% | -1% | -17%
11 | S=c1nc(-c2cc(Cl)cc(Cl)c2)[nH][nH]1 | -20%[57.1 µM] | 12% | 0%[57.1 µM] | 2% | -1%
12 | Cc1ccc(S(=O)(=O)N(C)CCN(C)S(=O)(=O)c2ccc(C)cc2)cc1 | 14% | 2% | -7%[57.1 µM] | 1% | -32%
13 | O=C1CCCN1CCCNc1ncnc2c1[nH]c1ccc(Cl)cc12 | 5% | 11% | 33%[activator] | -9% | -23%
14 | COc1cc(OC)c(C2=NOC(C(=O)NCc3cccnc3)C2)cc1Cl (stereo not given) | 7% | -5% | 1% | ? | -14%
15 | CC(C)(C)OC(=O)[C@H](Cc1ccccc1)NC(=O)c1nc[nH]c1C(=O)N1CCN(c2ccccc2)CC1 | 1% | -1% | -11% | -7% | -1%

no. | LDHA inh | Glioma ERSR ind | Vif-A3F inh | RGS4 inhibitor
1 | -8 | -5% | -13% | 17%
2 | -1 | -2% | -14% | 0%
3 | -2 | -1% | 14% | -24%
4 | -1 | -5% | -4% | -15%
5 | -2 | -4% | -2% | ·
6 | -1 | -4% | 5% | -24%
7 | -2 | -5% | 7% | -2%
8 | 2 | -2% | -1% | -50%
9 | -1 | -6% | 2% | 9%
10 | -8 | 3% | 3% | 22%
11 | -16 | -3% | 7% | ?
12 | -4 | -3% | 1% | 24%
13 | -12 | 13% | -5% | ?
14 | -2 | -5% | ? | -4%
15 | 1 | -4% | -1% | ?

(listing goes on)
no. | mol | TrxR1 inh | IDH1 R132H inh | TrxR1 substrate | Vif-APOBEC3G blk | USP1-UAF1 inh
16 | COc1ccc(C(C[N+](=O)[O-])c2c(-c3ccccc3)cc3ccccn23)cc1 (stereo not given) | ? | -11% | 1%[57.1 µM] | ? | -17%
17 | CCOC(=O)C1CCN(Cc2nnnn2CCc2ccccc2)CC1 | 4% | -3% | 5% | 0% | -14%
18 | O=C(O)C1CC=CCC1C(=O)N1CCN(c2nc(-c3ccccc3)c3ccccc3n2)CC1 (stereo not given) | ? | 1% | 33%[activator] | 0% | -6%
19 | COc1ccc(C2CC(=O)c3cc(OC)ccc3O2)cc1 (stereo not given) | -6%[2.29 µM] | 8% | 8%[57.1 µM] | 0% | -27%
20 | COc1cccc(Cn2cccc(NC(=O)Nc3cccc(C#N)c3)c2=O)c1 | 31% | 10% | 6% | 0% | -4%
21 | CCOCCn1c(CN2CCN(CC)CC2)nc2c1c(=O)n(C)c(=O)n2C | 1%[57.1 µM] | 0% | 17%[57.1 µM] | 2% | -12%
22 | Cc1nc(SCc2nc3ccccc3[nH]2)c2oc3cc([N+](=O)[O-])ccc3c2n1 | -3%[57.1 µM] | · | 2%[57.1 µM] | -14% | ·
23 | Cc1ccc(Cl)cc1NC(=O)CN1C(=O)CCc2ccccc21 | 15% | 17% | -4% | 4% | -5%
24 | O=C(CCCN1C(=O)c2cccnc2C1=O)Nc1ccccc1F | 10%[57.1 µM] | 5% | 5% | 0% | -13%
25 | CC1CCCN(CCOCCOc2ccccc2-c2ccccc2)C1 (stereo not given) | 12%[0.457 µM] | 3% | -9% | 0% | -12%
26 | Cc1onc(-c2ccccc2Cl)c1C(=O)Oc1cc(N)n(S(=O)(=O)c2ccc(F)cc2)n1 | 3% | 8% | 1% | ? | -23%
27 | CC(C)(C)c1ccc(NC(=O)C2=CN3CCS(=O)(=O)N=C3C=C2)cc1 | 7% | 8% | -1% | -10% | -22%
28 | Cc1nc(Cl)c(C(=O)NC(C)(C)C)c(C)c1Cl | 1%[57.1 µM] | 0% | 0%[57.1 µM] | -9% | 4%
29 | Cc1ccc(C(=O)Cn2nnc3ccccc32)cc1C | -5% | 8% | 6% | 1% | -4%
30 | COc1ccc(NC(=O)CCN2C(=O)c3ccc([N+](=O)[O-])cc3C2=O)c(OC)c1 | -33% | 6% | -14% | 2% | -6%

no. | LDHA inh | Glioma ERSR ind | Vif-A3F inh | RGS4 inhibitor
16 | -4 | ? | ? | ?
17 | 0 | 0% | -10% | 6%[11.4 µM]
18 | 0 | -3% | -1% | 14%
19 | -5 | 7% | 2% | 10%
20 | -3 | -2% | -2% | 32%[11.4 µM]
21 | 2 | -1% | 2% | -10%
22 | -4 | -5% | 3% | -16%
23 | -1 | -3% | -1% | -8%
24 | -3 | -3% | 1% | 5%
25 | -9 | -5% | 2% | -15%
26 | -7 | ? | -1% | -9%
27 | -15 | 0% | -3% | -9%
28 | -6 | -4% | 6% | ?
29 | 3 | 2% | -7% | 20%
30 | 8 | -4% | -11% | 1%

Next part:
no. | mol | TrxR1 inh | IDH1 R132H inh | TrxR1 substrate | Vif-APOBEC3G blk | USP1-UAF1 inh
31 | Cc1c(C(=O)Nc2ccccc2F)cnn1-c1ccccc1 | 4% | 5% | -7% | -4% | 3%
32 | COc1cccc(CN2CCN(C(=O)c3cccc(OC)c3)CC2)c1 | 21% | 3% | 5% | 0% | -26%
33 | COc1ccc(S(=O)(=O)Nc2ccccc2C(=O)N2CCCC2)cc1OC | 11% | 9% | -4% | 0% | -4%
34 | CCOC(=O)c1c(NC(=O)CSc2nnnn2-c2ccccc2OCC)sc2c1CC(C)(C)NC2(C)C | 14% | 2% | 5% | -19% | -12%
35 | CC(C)NC(=O)CSc1c2c(nc3ccccc13)CCCC2 | 12% | 7% | 10% | -3% | -23%
36 | COCCn1c(SCC(=O)NC2CCCC2)nnc1-c1ccncc1 | 17% | 5% | 4% | 0% | 3%
37 | Cc1ccc2c(CC(=O)Nc3ccc(S(=O)(=O)N4CCCCC4C)cc3)coc2c1C (stereo not given) | 19% | 2% | 22% | -1% | -4%
38 | COCCn1c(SCC#N)nnc1-c1ccc2c(c1)OCO2 | 13% | 6% | -1% | 0% | 1%

no. | LDHA inh | Glioma ERSR ind | Vif-A3F inh | RGS4 inhibitor
31 | -2 | -4% | 0% | 45%
32 | -13 | -2% | 5% | -5%
33 | -8 | -2% | -2% | 27%
34 | -2 | -5% | ? | -2%
35 | 2 | 1% | -4% | -10%
36 | -13 | -6% | 1% | 9%
37 | -4 | -4% | 2% | -21%
38 | 4 | -5% | 3% | -16%

Look-ups from the results shown:
COc1ccc(CCNC(=O)CSc2nc3ccccc3nc2Cc2ccc(C)cc2)cc1OC in Vif-APOBEC3G blk → -1%
COc1cccc(Cn2cccc(NC(=O)Nc3cccc(C#N)c3)c2=O)c1 in Vif-A3F inh → -2%

Three compounds out of the list above, ordered by their value in TrxR1 inh, low to high.
| No. | Compound | TrxR1 inh |
| --- | --- | --- |
| 6 | O=C(Cn1c(=O)cnc2ccccc21)N1CCN(S(=O)(=O)c2ccccc2Br)CC1 | -10% |
| 38 | COCCn1c(SCC#N)nnc1-c1ccc2c(c1)OCO2 | 13% |
| 37 | Cc1ccc2c(CC(=O)Nc3ccc(S(=O)(=O)N4CCCCC4C)cc3)coc2c1C (stereo not given) | 19% |

Some of the compounds tested, so the mix of outcomes need not match the whole.
